# Compound activity: PubChem, National Center for Advancing Translational Sciences (NCATS)
# POLK inh: DNA polymerase kappa (human) inhibition; Q9UBT6; purified Pol kappa, fluorescent DNA synthesis assay, 10 min; Potency, µM (doses to about 107 µM), for inactives: at the highest dose activity, negative = inhibition, actives largely listed as inhibitors; 400,000 tested, 0.53% active; also: % is scaled to controls: 0 for no effect and ±100 for the full control effect
#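 Activity was followed as the change in fluorescence between reads at 0 and 10 min after starting the reaction with 50 nM substrate. Beforehand, 10 nM polymerase had been preincubated with compound for 15 min at room temperature.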
# POLB inh: blocks human DNA polymerase beta activity; 340,000 tested, 1.3% active; Pol beta primer extension/strand displacement, fluorescence kinetic; AID 485314; Potency, µM (doses to about 114 µM), inactives show at the highest dose activity change, negative = inhibition, actives largely listed as inhibitors; P06746; also: % is scaled to controls: 0 for no effect and ±100 for the full control effect
#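 Kinetic readout of DNA synthesis with strand displacement by Pol beta. Compound and 10 nM enzyme sit 15 min at room temperature; 50 nM substrate starts the reaction, read immediately and at 10 min.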
# POLH inh: blocks human DNA polymerase eta activity | recombinant Pol eta, fluorescent DNA replication assay | Potency, µM (doses to about 114 µM), for the others: at the highest dose activity change, negative = inhibition, hits mostly inhibitors | Q9Y253 | 390,000 tested, 1.2% active | AID 588591; also: % is scaled to controls: 0 for no effect and ±100 for the full control effect
# Target sequence (Q9Y253 whole entry, looked up): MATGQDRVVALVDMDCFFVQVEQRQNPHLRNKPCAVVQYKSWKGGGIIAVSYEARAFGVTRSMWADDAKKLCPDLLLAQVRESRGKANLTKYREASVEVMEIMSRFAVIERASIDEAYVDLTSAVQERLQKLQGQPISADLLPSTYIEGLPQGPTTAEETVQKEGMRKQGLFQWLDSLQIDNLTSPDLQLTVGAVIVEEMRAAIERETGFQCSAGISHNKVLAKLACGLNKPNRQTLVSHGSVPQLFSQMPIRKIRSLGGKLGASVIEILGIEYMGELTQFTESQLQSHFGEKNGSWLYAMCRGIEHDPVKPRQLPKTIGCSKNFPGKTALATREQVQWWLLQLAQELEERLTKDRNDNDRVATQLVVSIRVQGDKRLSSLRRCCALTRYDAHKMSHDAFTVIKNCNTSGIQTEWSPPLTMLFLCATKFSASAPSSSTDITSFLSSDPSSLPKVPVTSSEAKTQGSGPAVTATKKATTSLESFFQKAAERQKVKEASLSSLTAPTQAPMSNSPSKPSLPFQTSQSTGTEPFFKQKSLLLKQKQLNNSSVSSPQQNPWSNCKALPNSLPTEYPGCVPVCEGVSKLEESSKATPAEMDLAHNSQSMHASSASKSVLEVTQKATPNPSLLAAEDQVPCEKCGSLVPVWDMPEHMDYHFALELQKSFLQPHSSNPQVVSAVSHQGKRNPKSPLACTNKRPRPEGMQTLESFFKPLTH
#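 Pol eta (10 nM) was preincubated with compounds for 15 min at room temperature, after which fluorescent replication substrate (50 nM final) was added to start the reaction. Fluorescence was read kinetically at 0 and 10 min.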
# BAZ2B block: inhibitors of human BAZ2B bromodomain; 360,000 tested, 4.4% active; Q9UIF8; AlphaScreen BAZ2B-H3K14Ac peptide displacement; Potency, µM (titrated, usually from 114 µM), for the others: top-dose activity change, negative = inhibition, hits mostly inhibitors; also: % is scaled to controls: 0 for no effect and ±100 for the full control effect; nearly all actives have a fitted effect of over 60% in size
#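 AlphaScreen luminescence quantifies BAZ2B engagement of H3K14Ac peptide; the protein and biotinylated peptide are both at 50 nM final, buffer PBS pH 7.4 with 0.01% Tween-20, all steps at room temperature.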
# APE1 inh: inhibitors of human APE1 endonuclease | P27695 | AID 2517 | 350,000 tested, 0.35% active | recombinant APE1, TAMRA/BHQ-2 abasic DNA cleavage fluorescence | Potency, µM (series often up to 65.8 µM), for inactives: at the highest dose activity change, negative = inhibition, actives largely listed as inhibitors;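 also: plate controls were vehicle for no effect and reference inhibitor for full effect; nearly all actives have a fitted effect of over 55% in size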
#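 Measures dequenching upon AP-site incision of a 5'-TAMRA/3'-BHQ-2 THF-containing duplex, 50 nM; human APE1 0.75 nM after 15 min room-temperature exposure to compound; kinetic three-point read at one-minute spacing.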
# BLM helicase inh: blocks DNA unwinding by human BLM helicase. P54132. recombinant BLM DNA unwinding, fluorescence dequenching. Potency, µM (series often up to 56.1 µM), inactives show at the top dose activity change, negative = inhibition, most hits filed as inhibitors. 350,000 tested, 0.2% active. AID 2528;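 also: plate controls were vehicle for no effect and no enzyme for full effect; nearly all actives have a fitted effect of over 35% in size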
# JMJD2A Tudor inh: inhibitors of human JMJD2A Tudor domain. O75164. AlphaScreen JMJD2A-Tudor / H3K4me3 peptide binding. Potency, µM (series often up to 114 µM), for the others: at the highest dose activity change, negative = inhibition, hits mostly inhibitors. 390,000 tested, 4.4% active. AID 504339; also: % is scaled to controls: 0 for no effect and ±100 for the full control effect; nearly all actives have a fitted effect of over 50% in size
# POLI inh: DNA polymerase iota (human) inhibition | Pol iota fluorescent replication assay, 10 min | Potency, µM (highest dose often 115 µM), without a hit: top-dose activity, negative = inhibition, hits mostly inhibitors | 390,000 tested, 1% active | AID 588590
#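 Pol iota at 10 nM preincubated 15 min with compounds at room temperature; reaction started with fluorescent substrate, 50 nM final. Fluorescence read kinetically at 0 and 10 min; buffer-only wells as negative control.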
# G9a inh: G9a (human) methyltransferase inhibition | Potency, µM (highest dose often 102 µM), for the others: top-dose activity, negative = inhibition, usual class: inhibitors | G9a H3K9 monomethylation, AlphaScreen, 2 h | Q96KQ7 | 350,000 tested, 8.8% active | AID 504332; also: % is scaled to controls: 0 for no effect and ±100 for the full control effect; nearly all actives have a fitted effect of over 75% in size
# Target sequence (Q96KQ7 913-1193 limits assumed): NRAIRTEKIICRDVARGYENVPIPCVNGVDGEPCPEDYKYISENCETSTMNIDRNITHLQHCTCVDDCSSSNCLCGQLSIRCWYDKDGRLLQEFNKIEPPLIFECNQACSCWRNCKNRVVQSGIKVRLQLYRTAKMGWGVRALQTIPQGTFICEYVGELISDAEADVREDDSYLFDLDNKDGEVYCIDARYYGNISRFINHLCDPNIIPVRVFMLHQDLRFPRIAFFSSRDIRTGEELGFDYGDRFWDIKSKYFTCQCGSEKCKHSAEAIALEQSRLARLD
#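 Using a bead-based AlphaScreen, monomethylated H3K9 product from 2 h room-temperature reactions (G9a 20 nM, peptide 500 nM, SAM 20 uM) was detected with 0.5 ug/mL rabbit anti-H3K9me1 antibody.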
# Numbers without * were called inactive; ? = inconclusive; / = not tested or not shown; & = joins results of further samples; [ ] = remark or other dose. Calls follow the shape of the dose curve; as a rule, active = well fitted curve in the direction sought with a large enough effect; inconclusive = small, poorly fitted or top-dose-only effect, or another doubt; inactive = no such curve, though single readings can be large; an effect the other way counts as inactive or inconclusive. Potency is read from the fitted curve at half-maximal effect.
SMILES,POLK inh,POLB inh,POLH inh,BAZ2B block,APE1 inh,BLM helicase inh,JMJD2A Tudor inh,POLI inh,G9a inh
COc1cc(S(=O)(=O)NCCN2CCOCC2)c(OC)cc1Cl,-5%,-17%,-10%,7%,-20%,-6%,-4%,28%,-8%[12.7 µM]
CCOC(=O)c1sc2nc(N3CCCC3)c3c(c2c1N)CC(C)(C)OC3,-21%,6%,5%,36%[activator],-2%,2%,-15%[57.1 µM],31%[activator],?
c1ccc(-c2csc3ncnc(N4CCN(Cc5ccc6c(c5)OCO6)CC4)c23)cc1,0%,38%,-26%,?,13%,-2%,?,-7%,11%[2.33 µM]
CCOc1ccccc1NC(=O)N1CCCn2nc(C)cc21,5%,17%,-6%,9%[57.1 µM],/,0%,10%,51%[activator],-5%[59 µM]
Cc1noc(C)c1CSc1nc2[nH]ncc2c(=O)n1-c1ccccc1,-12%,-22%,-12%,9%,5%,3%,0%,-13%,10%[59 µM]
Cc1ccc(S(=O)(=O)c2cn(CC(=O)Nc3ccccc3)c3cc4c(cc3c2=O)OCO4)cc1,-14%,29%,-8%,-14%,/,-9%,-13%,19%,-5%[59 µM]
CCNC(=O)c1ccccc1CCc1ccccc1,10%,-9%,-12%,-21%,-3%,-2%,-4%,10%,-10%
COc1ccc(NC(=O)C2CCCN(C(=O)Nc3ccc(F)cc3)C2)cc1OC (stereo not given),-17%,44%,1%,-18%,3%,-2%,0%,-11%,-14%
COc1ccc2c(CC(=O)NNC(=O)c3ccc(O)cc3)coc2c1,-10%,/,-19%,/,9%,/,-14%,-16%,/
CN(CC(O)COCc1ccccc1F)C1CCCCC1 (stereo not given),-13%,5%,2%,-1%,-3%,-10%,-10%,24%,11%[12.7 µM]
CC(CCc1ccccc1)NC(=O)C(=O)N1CCOCC1 (stereo not given),1%,49%,-9%,-10%,14%,-2%,7%,96%[activator],/
CN(CC(O)COc1ccc(S(=O)(=O)N2CCOCC2)cc1Cl)C1CCCCC1 (stereo not given),1%,0%,-17%,-15%,0%,-10%,-6%,90%[activator],-6%
Cn1nc(C(=O)N2CCc3ccccc32)c2ccccc2c1=O,0%,9%,0%,-20%,-2%,-2%,-12%,-6%,-4%
O=S(=O)(/N=C(/Nc1cccc2ccccc12)c1ccccc1)c1cccs1,-16%,-1%,-21%,-4%,2%,-8%,-23%,-8%,?
C=CCNc1nc(N2CCOCC2)nc(N2CCOCC2)n1,-3%,-14%,-1%,-1%,7%,0%,-6%,15%,3%[59 µM]
COc1cccc(C(=O)Nc2cc(-c3cn4cccnc4n3)ccc2C)c1,0%,-26%,-18%,-19%,1%,-3%,1%,83%[activator],32µM*
Cc1cc(N2CCN(C)CC2)nc2ccc(NC(=S)NCCCN3CCc4ccccc4C3)cc12,-6%,6%,-29%,?,-10%,43%[activator],-26%,48%[activator],40µM*
O=C(NCCN1CCOCC1)c1ccc2c(c1)N(Cc1ccccc1F)C(=O)c1ccccc1S2,-3%,?,26%,-36%,-3%,-5%,-10%[11.4 µM],-26%,-3%[59 µM]
Cc1noc(C)c1S(=O)(=O)Nc1ccc2c(c1)C(=O)N([C@H](C)CO)C[C@H](C)[C@@H](CN(C)S(=O)(=O)c1ccccc1)O2,-9%,/,-6%,/,13%,/,-36%,-27%,/
CCC1=NN2C(=N)/C(=C\c3cccn3-c3c(C)cccc3C)C(=O)N=C2S1,-6%[60.1 µM],2%,-10%,-21%,-6%,-8%,-33%,-5%,?
O=C(CN1CCN(Cc2ccccc2)CC1)NCCc1ccccc1,1%,3%,-9%,12%,0%,1%,-6%,59%[activator],/
Cc1cc(-c2ccc(C)c(S(=O)(=O)N3CCN(c4ccc(F)cc4)CC3)c2)on1,-7%,41%,-8%,-24%,60%[activator],-5%,-22%,32%[activator],-1%
Cc1ccc(S(=O)(=O)NC(CC(=O)NCC2CCCO2)c2ccco2)cc1 (stereo not given),-9%,3%,-9%,-5%,-2%,-2%,4.5µM*,5%,-32%
CCOc1ccc(CCNC(=O)c2ccc(-c3nc(CSc4ccc(C)cc4)c(C)o3)cc2)cc1,-4%,3%,-10%,-1%,/,0%,15%,25%,7%[59 µM]
COc1ccc(OCCCC(=O)N2CCCc3ccccc32)cc1,-14%,9%,-15%,9%,10%,-4%,-5%,1%,4%[12.7 µM]

# One compound at a time, as listed above. Values in the order: POLK inh	POLB inh	POLH inh	BAZ2B block	APE1 inh	BLM helicase inh	JMJD2A Tudor inh	POLI inh	G9a inh
# CCOC(=O)c1sc2nc(N3CCCC3)c3c(c2c1N)CC(C)(C)OC3 across the screens: -21%	6%	5%	36%[activator]	-2%	2%	-15%[57.1 µM]	31%[activator]	?
# O=C(NCCN1CCOCC1)c1ccc2c(c1)N(Cc1ccccc1F)C(=O)c1ccccc1S2 across the screens: -3%	?	26%	-36%	-3%	-5%	-10%[11.4 µM]	-26%	-3%[59 µM]
# Cc1noc(C)c1S(=O)(=O)Nc1ccc2c(c1)C(=O)N([C@H](C)CO)C[C@H](C)[C@@H](CN(C)S(=O)(=O)c1ccccc1)O2 across the screens: -9%	/	-6%	/	13%	/	-36%	-27%	/

# Arranged by value in JMJD2A Tudor inh (falling): 3 of the compounds above
SMILES | JMJD2A Tudor inh
COc1cccc(C(=O)Nc2cc(-c3cn4cccnc4n3)ccc2C)c1 | 1%
Cc1cc(-c2ccc(C)c(S(=O)(=O)N3CCN(c4ccc(F)cc4)CC3)c2)on1 | -22%
CCC1=NN2C(=N)/C(=C\c3cccn3-c3c(C)cccc3C)C(=O)N=C2S1 | -33%

# Quoted from the listing.
# Cc1noc(C)c1S(=O)(=O)Nc1ccc2c(c1)C(=O)N([C@H](C)CO)C[C@H](C)[C@@H](CN(C)S(=O)(=O)c1ccccc1)O2 in JMJD2A Tudor inh = -36%
# CN(CC(O)COCc1ccccc1F)C1CCCCC1 (stereo not given) in G9a inh = 11%[12.7 µM]

# (next part)
SMILES,POLK inh,POLB inh,POLH inh,BAZ2B block,APE1 inh,BLM helicase inh,JMJD2A Tudor inh,POLI inh,G9a inh
O=C(NCc1ccc(N2CCCC2=O)cc1)c1cccc(Cl)c1,-9%,8%,-10%,5%,2%,-9%,12%,66%[activator],6%[12.7 µM]
COc1ccc(N2C(=O)CSC2c2cccs2)cc1 (stereo not given),-8%,39%,-1%,-8%,4%,2%,-10%,8%,50µM*
CCC(C)NC(=O)Cn1ccc2cc(S(=O)(=O)N3CCCCCC3)ccc21 (stereo not given),-1%&-4%,15%&10%,-2%&-7%,?,49%[activator],-1%&-3%,-16%&-9%,4%&-12%,7%
Cc1nc(N2CCN(S(=O)(=O)c3cccc4nonc34)CC2)c2c3c(sc2n1)CCCC3,-12%,?,-5%,-2%,3%,-2%,-29%,9%,-40%
Cc1nc(SCc2nc3c(O)cccc3[nH]2)c2oc3ccccc3c2n1,-16%,/,-4%,/,-18%,/,28µM*,-12%,/
O=C1C(c2ccc(F)cc2)N(Cc2ccc3c(c2)OCO3)C(=O)CN1C1CCCC1 (stereo not given),-4%,52%,-18%,8%,-1%,-1%,-8%,10%,-4%[59 µM]
O=C(NC1=NCCS1)c1ccc(OCC2CCCO2)cc1 (stereo not given),-9%,30%,3%,0%,0%,1%,-12%,16%,-28%[59 µM]
Cc1ccc(S(=O)(=O)N2CCN(C(=O)COC(=O)Cc3c(F)cccc3Cl)CC2)c(C)c1,-13%,/,-3%,/,/,/,1%,6%,/
COc1cc(OC)nc(NC2OC(=O)c3ccccc32)n1 (stereo not given),-12%,9%,-1%,26%,-3%,2%,-9%,9%,20%[12.7 µM]
COc1cc2ccccc2cc1C(=O)Nc1ccc(Br)cn1,?,-17%,7%,0%,5%,-3%,-2%,2%,-2%
O=C(c1cccc(C(F)(F)F)c1)N1CCCC1,14%,-2%,-10%,1%,0%,0%,-9%,-4%,4%[12.7 µM]
COc1ccc2[nH]c(=O)cc(C(=O)O)c2c1,?,18µM*,14µM*,50µM*,?,-13%,?,?,35µM*
COc1cccc(OC)c1C(=O)Nc1ccc(S(=O)(=O)N2CCCCC2)cc1,-19%,-2%,-8%,-23%,-3%,-7%,-12%,49%,-3%
O=C(Nc1cccc(S(=O)(=O)Nc2ccc(SC(F)F)cc2)c1)C1CCC1,-14%,/,-15%,/,-1%,/,-21%,26%,/
Cc1ccc(NC(=O)c2cc(=O)c3ccccc3o2)cc1S(=O)(=O)N1CCOCC1,-2%,-10%,-9%,-8%,-1%,-7%,-6%,28%,-2%[59 µM]
COCC(C)n1c(C)cc(C(=O)COC(=O)c2ccc3c(c2)NC(=O)CS3)c1C (stereo not given),-16%,?,-4%,?,-8%,-7%,?,23%,?
CC(C)(C)c1ccc(C(=O)c2c[nH]c(C(=O)O)c2)cc1,-11%,41%,8%,-32%,-4%,-9%,-11%,20%,?
COc1nc(-c2ccccc2)ccc1-c1noc(-c2ccc(F)cc2)n1,/,-20%,/,17%,-8%,-1%,/,/,3%[59 µM]
CC(C)[C@H](NC(=O)c1ccccc1)C(=O)OCC(=O)N1CC2(C)CC1CC(C)(C)C2 (stereo not given in full),-2%,3%,-19%,13%,17%,-2%,-27%,7%,-6%[59 µM]
COc1ccccc1NC(=O)Cn1c(C)cc(C)c(C#N)c1=O,-13%[60.1 µM],1%,-16%,-1%,/,0%,-1%,18%,-1%[59 µM]
Cn1c2c(c(=O)n(C)c1=O)C(CC(=O)Nc1ccccc1)C(=O)N2 (stereo not given),-9%,-1%,8%,10%,0%,-5%,-2%,-5%,-22%[59 µM]
Cc1oc2c(C)c(O)ccc2c(=O)c1N1C(=O)c2ccccc2C1=O,-4%,15%,0%,-21%,3%,-2%,-7%,4%,-4%[59 µM]
CCC(C)c1ccccc1N1CC(C(=O)N2CCN(S(=O)(=O)c3cccc([N+](=O)[O-])c3)CC2)CC1=O (stereo not given),-3%,/,-1%,-3%,6%,/,-20%,11%,-4%
O=C(c1ccco1)N1CCC2(CC1)CN(c1ccc(-c3ccccc3)cc1)C2,0%[60.1 µM],/,/,/,19%,-12%,/,/,-1%[12.7 µM]
CCOC(=O)c1c(NC(=O)C2COc3ccccc3O2)sc2c1CCN(Cc1ccccc1)C2 (stereo not given),-5%,-1%,-2%,?,10%,1%,-22%,2%,?
COCc1oc2ccc(NS(=O)(=O)c3ccc(C)cc3)cc2c1C(=O)OC,-14%,-12%,1%,-1%,/,-8%,-21%,22%,-29%[59 µM]
Cc1cc(=O)oc2cc(OCC(=O)NCCCN3CCCC3=O)ccc12,11%,10%,-14%,-2%,57%,2%,5%,30%,0%[59 µM]

# The list is partial. The share of hits here may be higher or lower than overall.
